Bioassay records as filed in PubChem BioAssay.
Rat MKP-3 inhibitors = inhibition of rat DUSP6 enzyme activity – biochemical, in vitro, primary screen (AID 425). inhibition, % at 20 µM, or IC50 in µM where a hit was titrated. recombinant MKP-3 phosphatase activity, fluorescence; higher % means a stronger effect. 110,000 tested, 0.17% active; in the data active = inhibition above about 50%;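 also: plate controls were vehicle for no effect and reference inhibitor for full effect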
Hsp70 inhibitors = Hsp70 inhibitors, probe displacement, primary screen, biochemical, fluorescence polarization (AID 583); Hsp70 fluorescence polarization probe displacement, mP; higher % means a stronger effect; displacement, % at 20 µM, or IC50 in µM where a hit was titrated; 140,000 tested, 0.06% active; in the data active = displacement above about 50%;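 also: plate controls were vehicle for no effect and reference ligand for full effect; a part of the inactive calls stands beside numbers as strong as those of hits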
* = called active by the depositor; . = no result given; & = joins results of further samples. These rows are one share of the data; rates above refer to the full screens.

No. | Compound | Rat MKP-3 inhibitors | Hsp70 inhibitors
1 | COc1ccc(C2C(C(=O)OCC(=O)N3CCCCC3)CCC(=O)N2c2ccc(OC)cc2)cc1 (stereo not given) | -6% | 0.9%
2 | O=S(=O)(Nc1ccc(S(=O)(=O)N2CCOCC2)cc1)c1ccccc1 | -6%&-2% | 1.9%&4.2%
3 | O=C(Nc1ccc(N2CCOCC2)cc1)C(c1ccccc1)c1ccccc1 | 4% | -6.8%
4 | NC(=O)C1CCN(CC(=O)Nc2ccccn2)CC1 | 0% | -1.7%
5 | COc1ccc(C(CNC(=O)c2cccc(N(C)C)c2)N2CCCC2)cc1 (stereo not given) | -6% | 1.3%
6 | CCOC(=O)c1c(C)nc2c3ccccc3ccn12 | -2% | 4.1%
7 | O=C(NCCN1CCN(C(=O)c2cccs2)CC1)C(=O)Nc1ccc(Br)cc1 | . | 15%
8 | O=C(O)CCC(=O)N1CCN(c2nc(-c3ccccc3Cl)c3cc(Br)ccc3n2)CC1 | . | -1.3%
9 | O=C(NC(NCc1ccccn1)(C(F)(F)F)C(F)(F)F)c1ccco1 | -10% | 0.6%
10 | CCNCCNC(=O)c1c(O)c2ccccc2n(CC)c1=O | -4% | 2.8%

Retrieved one by one from the list above:
No. | Compound | Rat MKP-3 inhibitors | Hsp70 inhibitors
1 | COc1ccc(C2C(C(=O)OCC(=O)N3CCCCC3)CCC(=O)N2c2ccc(OC)cc2)cc1 (stereo not given) | -6% | 0.9%
7 | O=C(NCCN1CCN(C(=O)c2cccs2)CC1)C(=O)Nc1ccc(Br)cc1 | . | 15%
3 | O=C(Nc1ccc(N2CCOCC2)cc1)C(c1ccccc1)c1ccccc1 | 4% | -6.8%

Carrying on.
No. | Compound | Rat MKP-3 inhibitors | Hsp70 inhibitors
11 | CCN(CC)c1ccc(NS(=O)(=O)c2ccc(Cl)cc2)cc1 | 0% | -0.5%
12 | O=S(=O)(c1ccc(OCC(O)CN2CCN(c3ccccc3O)CC2)cc1)N1CCOCC1 (stereo not given) | -3% | 0.0%
13 | Cc1ccc(C(=O)NCCCNc2ccc([N+](=O)[O-])cc2)cc1 | 1% | 5.7%
14 | Cc1ccc(N=Cc2c(O)c([N+](=O)[O-])cc3oc4c(c23)CCCC4)cc1C | 0% | 1.9%
15 | CCC(=O)Nc1cccc(NC(=O)CSc2nnc(-c3ccc(NS(C)(=O)=O)cc3)n2C)c1 | -2% | -5.6%
16 | CCCCNC(=O)c1ccc2c(c1)N(CC)C(=O)c1ccccc1S2(=O)=O | -8% | 5.9%
17 | COc1ccc([N+](=O)[O-])cc1N1C(=O)C=CC1=O | -3% | 3.2%
18 | Cc1ccc(-c2[nH]n3c(=O)cc(-c4ccc([N+](=O)[O-])cc4)nc3c2C)cc1 | -4% | 1.3%
19 | CCN(C(=O)CSc1ncccc1C(=O)OC(C)C)c1cccc(C)c1 | . | -0.8%
20 | CN(c1ccccc1)c1ccc(/C=C2/C(=O)ON=C2c2ccc([N+](=O)[O-])cc2)cc1 | 5% | 4.3%
21 | CCSc1cc(C)nc2c(-c3ccc(Cl)cc3)c(C)nn12 | . | -0.9%
22 | CCN(CC)c1ccc(NC(=O)c2cccc(C)c2OC)c(C)c1 | 0% | -5.1%
23 | COc1ccccc1OCC(=O)NC1CCCCCC1 | -6% | -3.0%
24 | CCOc1ccc(S(=O)(=O)Nc2cccnc2)c2ccccc12 | 2% | -4.6%
25 | Cc1ccc(S(=O)(=O)N(Cc2ccccc2)c2ccccc2C(=O)NCc2ccco2)cc1 | -4% | 6.1%
26 | CCCCCC1CC(CC(=O)NC(=S)Nc2ccc([N+](=O)[O-])cc2)C(=O)O1 (stereo not given) | . | 6.3%
27 | Cc1cc2oc(=O)cc(C)c2cc1[N+](=O)[O-] | 0% | -1.6%
28 | CCOC(=O)c1cnc2cc(-c3ccco3)[nH]n2c1=O | -1% | -2.6%
29 | CCN(CC)CCCOc1ccccc1Br | 2% | -0.3%
30 | CCCCC1CCC(C(=O)NNC(N)=O)CC1 (stereo not given) | -2% | -1.1%
31 | Cc1cccc(N2CCN(C(=O)n3ccnc3)CC2)c1C | -6% | -4.0%
32 | CCN(CC)CCCN1C(=O)C(O)=C(C(=O)c2ccc(C)o2)C1c1ccc(C)o1 (stereo not given) | -4% | -1.3%
33 | Cc1cc(N2CCOCC2)n2ncc(-c3ccccc3)c2n1 | . | -3.0%
34 | Cc1ccc(C)n1-c1cccc2cccnc12 | 25% | .
35 | O=[N+]([O-])c1ccc(C=Nc2ccc(Br)c(Cl)c2)s1 | -2% | 3.2%
36 | COc1cc(C)nc(SCC(N)=O)n1 | -7% | 1.2%
37 | COC(=O)c1nc(NC(=O)C(C)C)n[nH]1 | -22% | -1.2%
38 | CCOC(=O)c1ccc(-n2c(C)nc3ccccc3c2=O)cc1 | -16% | 0.3%
39 | O=C(CNCCO)NC12CC3CC(CC(C3)C1)C2 | -4% | -2.9%
40 | CCOc1ccc(C(=O)NCC(=O)OC2CCOC2=O)cc1OCC (stereo not given) | . | -2.1%

2 of these compounds, set out differently.
cpd | Rat MKP-3 inhibitors | Hsp70 inhibitors | compound
35 | -2% | 3.2% | O=[N+]([O-])c1ccc(C=Nc2ccc(Br)c(Cl)c2)s1
36 | -7% | 1.2% | COc1cc(C)nc(SCC(N)=O)n1

The list continues:
No. | Compound | Rat MKP-3 inhibitors | Hsp70 inhibitors
41 | O=C(O)c1cccc(N2C(=O)c3ccc(OCCOc4ccc5c(c4)C(=O)N(c4cccc(C(=O)O)c4)C5=O)cc3C2=O)c1 | 4% | 10%
42 | COc1ccc(-c2nnc(SCC(=O)Nc3cc(C)on3)n2C)cc1OC | -3% | 4.2%
43 | Cn1c(-c2ccc(C(=O)c3ccccc3)s2)nc2ccccc21 | -6% | -2.7%
44 | Cn1c(=O)c(N)c2c3c(c(Br)ccc31)C(=O)c1ccccc1-2 | 0% | 129%
45 | CC1=CCC2C(=O)N(Cc3ccccc3)C(=O)C2C1 (stereo not given) | . | 0.0%
46 | COc1ccc(-c2nnc(NC(=O)C(C)C)s2)c(OC)c1 | -4% | -2.8%
47 | COc1ccc(NC(=O)c2ccccc2O)c(OC)c1 | . | 1.7%
48 | COCCCNC(=O)/C(=C/c1ccc(-c2ccc(Br)cc2)o1)NC(=O)c1ccccc1 | 0% | -7.5%
49 | O=C(/C=C/c1ccccc1)NC(CCC(=O)OCc1ccccc1)C(=O)OCc1ccccc1 (stereo not given) | 0% | 4.3%
50 | O=C1CC(c2ccc(S(=O)(=O)NC3CC3)cc2)CN1 (stereo not given) | -10% | 7.3%
51 | O=C1NC(=S)NC(=O)C1=Cc1ccc(O)c(Cl)c1 | -4% | 6.1%
52 | CCCN(CCC)C(=O)Cc1ccc(Cl)cc1 | 0% | 7.4%
53 | Cc1cccc(C)c1NC(=O)c1ccc(CN2CCc3ccccc3C2)cc1 | 2% | 2.0%
54 | Fc1ccc(-c2cc(C(F)(F)F)nc(NCC3CCCO3)n2)cc1 (stereo not given) | -4% | 0.4%
55 | Cn1c2ccc(CC(=O)O)cc2c2cc(CC(=O)O)ccc21 | -10% | 3.7%
56 | COCCNC(=O)CCSc1nc(-c2ccc(OC)cc2)cc(C(F)(F)F)n1 | . | -1.4%
57 | Cc1cc(C)cc(N2C(=O)NC(=O)/C(=C\c3cccc(F)c3)C2=O)c1 | 1% | -4.1%
58 | Cc1ccccc1NC(=O)C(=O)NCc1ccccc1 | 2% | -1.7%
59 | O=C(c1nc2ncccn2n1)N1CCN(c2ccccc2)CC1 | -5% | 5.7%
60 | CC1CCCCC1NC(=O)Cn1nc(-c2ccccc2)ccc1=O (stereo not given) | -6% | 1.1%
61 | COc1ccccc1C(c1nnnn1CCc1ccccc1)N1CCN(c2ccccc2)CC1 (stereo not given) | 3% | 0.1%
62 | CCOC(=O)c1c(NC(=S)NC(C)=O)sc2c1CCC2 | -1% | 0.6%
63 | CC(C)C(=O)Nc1ccc(Oc2ccc(Cl)cc2)cc1 | 4% | -3.2%
64 | NC(=O)c1c(NC(=O)c2ccccc2Cl)sc2c1CCC2 | 1% | 2.1%
65 | COc1cccc(C(=O)CSc2nnc(CNS(C)(=O)=O)n2-c2ccc(C)cc2)c1 | 7% | -0.6%
66 | CCOC(=O)N1CCC(NC(=O)CSc2cc(=O)n(CC)c3ccccc23)CC1 | -20% | -1.1%
67 | O=C(c1ccco1)N1CCN(C(=O)c2cnn3c2NC(c2cccs2)CC3C(F)(F)F)CC1 (stereo not given) | -9% | 0.4%
68 | CN(C(=O)c1ccc2c(c1)OCO2)C1(C(=O)NC2CCCCC2)CCCCC1 | 0% | -0.3%
69 | CCOC(=O)CCNC(=O)Nc1ccc2nc(C)n(Cc3ccc(Cl)cc3)c(=O)c2c1 | -13% | 0.4%
70 | COc1ccccc1NC(=O)c1cccnc1 | 1% | 3.9%

Ordered by molecular weight (low to high): some entries from above
No. | Compound | Rat MKP-3 inhibitors | Hsp70 inhibitors
70 | COc1ccccc1NC(=O)c1cccnc1 | 1% | 3.9%
63 | CC(C)C(=O)Nc1ccc(Oc2ccc(Cl)cc2)cc1 | 4% | -3.2%
62 | CCOC(=O)c1c(NC(=S)NC(C)=O)sc2c1CCC2 | -1% | 0.6%
64 | NC(=O)c1c(NC(=O)c2ccccc2Cl)sc2c1CCC2 | 1% | 2.1%
67 | O=C(c1ccco1)N1CCN(C(=O)c2cnn3c2NC(c2cccs2)CC3C(F)(F)F)CC1 (stereo not given) | -9% | 0.4%

Remaining list, next part
No. | Compound | Rat MKP-3 inhibitors | Hsp70 inhibitors
71 | Cc1nn(C(C)C(=O)N2CCc3ccccc3C2)c(=O)c2cc3occc3n12 (stereo not given) | 2% | 2.5%
72 | NC(=O)c1cccc(S(=O)(=O)N2CCCCC2)c1 | -5% | 3.5%
73 | Cc1ccc(N(CC(=O)O)S(=O)(=O)c2ccccc2)cc1Cl | -2% | -3.5%
74 | COCC(C)NC(=O)CCS(=O)(=O)c1nc(-c2ccc(OC)cc2)cc(C(F)(F)F)n1 (stereo not given) | 6% | .
75 | CCCCCOC(=O)C1C(c2ccccc2)C(C(=O)O)C1c1ccccc1 (stereo not given) | . | 2.1%
76 | Cc1ccccc1C(=O)Nc1ccc(Br)c(C)n1 | 1% | -2.2%
77 | CC(C)N(CCc1ccncc1)C(=O)Nc1ccc(Cl)c(Cl)c1 | 1% | 1.8%
78 | O=C1Nc2ncccc2OC1CCO (stereo not given) | . | -2.8%
79 | O=C(COC(=O)Cc1ccc(S(=O)(=O)N2CCCCC2)s1)Nc1ccc2c(c1)OCO2 | 4% | -4.2%
80 | Cc1ccc(NC(=O)Cn2nnc(C(=O)NCc3cccs3)c2N)cc1 | -4% | -1.3%
81 | COc1cccc(CN2CCN(Cc3ccccn3)CC2)c1OC | 3% | -4.4%
82 | O=C(NCCN1CCOCC1)c1cn(-c2ccccc2)nc1-c1cccs1 | . | -3.3%
83 | CC(C)CCNC(=O)CN(C(=O)CCC(=O)Nc1ccccn1)c1ccc2c(c1)OCO2 | -4% | 2.8%
84 | CCCCC(=O)NC1(C(F)(F)F)C(=O)Nc2c1c(=O)n(C)c(=O)n2C (stereo not given) | -4% | -0.6%
85 | COc1ccc(C)cc1NC(=O)CCS(=O)(=O)c1cccc2nonc12 | . | 2.1%
86 | CCN(CC)c1ccc(C(=O)NCc2ccccc2OC)cc1 | 4% | -2.0%
87 | Cc1nnc2n(-c3ccccc3)c(=O)c3c4c(sc3n12)CCCC4 | -4% | -1.1%
88 | CCCCOc1ccccc1C1C(C(N)=O)=C(C)Nc2nnnn21 (stereo not given) | -4% | 3.3%
89 | CC(O)Cc1nsc(NC(=O)c2cccs2)n1 (stereo not given) | -7% | 4.8%
90 | O=[N+]([O-])c1ccc2nc(N3CCOCC3)sc2c1 | -1% | -4.3%
91 | CCOc1cc(C2Nc3ccccc3C(=O)N2Cc2ccccc2)ccc1O (stereo not given) | -1% | -1.4%
92 | Cc1ccc(Cn2cc(/C=C/C(=O)O)c(-c3ccccc3)n2)cc1 | . | 0.2%
93 | COc1ccc2nc(SCc3cnc(C)nc3N)[nH]c2c1 | 3% | 0.4%
94 | CCOC(=O)C1=C(C)N=c2s/c(=C3\C(=O)N(CC(N)=O)c4ccccc43)c(=O)n2C1c1ccccc1 (stereo not given) | 2% | -5.8%
95 | N=C1S/C(=C\c2ccc(-c3ccccc3[N+](=O)[O-])o2)C(=O)N1c1ccc2c(c1)OCO2 | 31% | 10%
96 | O=C(c1ccc(S(=O)(=O)N2CCC(c3nc4ccccc4[nH]3)CC2)cc1)N1CCOCC1 | 3% | 8.5%
97 | COc1ccc(C(=O)N(Cc2nc(-c3ccc(C)cc3)no2)C2CCCCC2)cc1OC | -4% | 11%
98 | CCCP(=O)(CCC)CCP(=O)(c1ccccc1)c1ccccc1 | 0% | -1.6%
99 | CSc1nc2c(ccc3ccccc32)o1 | -1% | 0.4%
100 | Cc1cc(C(F)(F)F)nn1CC(=O)Nc1ccc(Br)c2cccnc12 | . | -2.0%
101 | CCCCNC(=O)CCNC(=O)c1ccc(C(C)(C)C)cc1 | . | -0.1%
102 | Cc1nc(=O)c(-c2ccccc2)c(C)n1-c1ccc(S(N)(=O)=O)cc1 | -13% | 1.7%
103 | CCCN1C(=O)C(O)(C2COC(C)(C)CC2=O)c2ccccc21 (stereo not given) | -1% | -0.6%
104 | COc1ccc(CNC(=O)c2cnn3c2NC(c2ccco2)CC3C(F)(F)F)cc1 (stereo not given) | 2% | -4.3%
105 | Cc1cc(=O)n2[nH]c(-c3ccc(F)cc3)nc2n1 | -21% | -0.3%
106 | CCn1c(SCC(=O)N2CCCC2)nnc1-c1ccc(S(=O)(=O)N2CCCCCC2)cc1 | -9% | -1.0%
107 | O=C(NC(=S)Nc1ccc([N+](=O)[O-])cc1O)C12CC3CC(CC(C3)C1)C2 | -2% | 4.1%
108 | O=C(CC(SCc1ccco1)c1ccc(O)cc1)c1cccs1 (stereo not given) | -5% | -5.8%
109 | O=C(NCCCCC(NC(=O)C1CCCCC1)C(=O)O)c1ccccc1 (stereo not given) | -15% | 4.8%
110 | CN1C(=O)/C(=C\c2ccc([N+](=O)[O-])o2)SC1=S | 8% | -6.9%
